Screening data (PubChem BioAssay)
BL2 CD40 inh = CD40 pathway inhibition in BL2 cells; BL2 NF-kB luciferase reporter, CD40L-induced, 4 h; inhibition, % at 10 µM; 0.94% of 83,000 active; AID 1053188;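 active means mean inhibition of at least 50% with a set share of replicates also reaching that level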;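 further: 0% = neutral control wells and 100% = IKK inhibitor VII at 50 µM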
The depositor's hits bear a star; [ ] = another dose, or the depositor's remark. This is a subset, so the mix of outcomes need not match the whole.

What do the screens show for `C#CC1(O)CCCC2C3CCC4CC(OC(C)=O)CCC4(C)C3C(=O)CC21C` (configuration not stated)?
BL2 CD40 inh: 13

What do the screens show for `NC(=O)CCN1CCCCC1`?
BL2 CD40 inh: -5

What do the screens show for `CC(C)C[C@@H]1COCc2cn(nn2)CCCC(=O)N1`?
BL2 CD40 inh: 9[25 µM]

What do the screens show for `CN(C)CCOC(=O)CCc1ccccc1`?
BL2 CD40 inh: 9

Results for CCC(C)N(C(=O)CSc1nc(-c2cccs2)nc2ccccc12)C1CCS(=O)(=O)C1 (configuration not stated) ?
BL2 CD40 inh: 14

Results for COc1cccc(-n2c(=O)c3sccc3n(CC(=O)NCC3CCCO3)c2=O)c1 (configuration not stated) ?
BL2 CD40 inh: 16

How did CC(=O)OC1CCC2(C)C3CCC4(C)C(C(C)=O)CCC4C3CC3OC32C1 (configuration not stated) do in these assays?
BL2 CD40 inh: 0

How did c1ccc2c(c1)C(=Nn1cnnc1)c1ccccc1-2 do in these assays?
BL2 CD40 inh: -17

How did O=C(c1cc2ccccc2o1)N1CCN(S(=O)(=O)c2ccccc2)CC1 do in these assays?
BL2 CD40 inh: 7

Results for CCCCN1C(=O)C(=O)N(CC(=O)Nc2cc(S(=O)(=O)N(C)C)ccc2C)C1=O ?
BL2 CD40 inh: 6

Results for O=C1c2[nH]nc(-c3ccccc3O)c2C(c2ccccc2F)N1Cc1ccco1 (configuration not stated) ?
BL2 CD40 inh: 20

What do the screens show for `O=C(C[C@H]1CC[C@H]2[C@@H](COC[C@H](O)CN2C(=O)Cc2ccccc2)O1)NC1Cc2ccccc2C1`?
BL2 CD40 inh: 8[25 µM]

How did O=c1c2ccccc2ncn1CCOCCOc1ccc([N+](=O)[O-])cc1 do in these assays?
BL2 CD40 inh: 0

Results for O=[N+]([O-])c1[nH]cnc1/C=C/c1ccccc1 ?
BL2 CD40 inh: -11

How did COc1ccc(N2CC(C(=O)N[C@@H](C)C(=O)NC3CCCC3)CC2=O)cc1 (some centres not stated) do in these assays?
BL2 CD40 inh: 12

Results for CCc1ccc(C2c3[nH]c4ccccc4c3CCN2C(=O)CN2CCN(CC)CC2)cc1 (configuration not stated) ?
BL2 CD40 inh: -5

What do the screens show for `COc1ccc(S(=O)(=O)N2CCCCC2)cc1NC(=O)[C@@H]1CCCN1C(=O)c1cccs1`?
BL2 CD40 inh: -15

How did NC(=O)COC(=O)CNC(=O)c1ccc(Cl)cc1 do in these assays?
BL2 CD40 inh: 11

How did O=C(c1ccc(CS(=O)(=O)Cc2ccc(Cl)cc2)o1)N1CCCC1 do in these assays?
BL2 CD40 inh: 6

Results for CCC(CC)NC(=O)Cc1ccc(F)cc1 ?
BL2 CD40 inh: 15

In the list so far, these have a halogen:
Results for O=C1c2[nH]nc(-c3ccccc3O)c2C(c2ccccc2F)N1Cc1ccco1 (configuration not stated) ?
BL2 CD40 inh: 20

How did NC(=O)COC(=O)CNC(=O)c1ccc(Cl)cc1 do in these assays?
BL2 CD40 inh: 11

How did O=C(c1ccc(CS(=O)(=O)Cc2ccc(Cl)cc2)o1)N1CCCC1 do in these assays?
BL2 CD40 inh: 6

Results for CCC(CC)NC(=O)Cc1ccc(F)cc1 ?
BL2 CD40 inh: 15

Next section:
Results for CCOc1ccc(NC(=O)CN(C)C(=O)C(C)Oc2ccc(Cl)cc2)cc1OCC (configuration not stated) ?
BL2 CD40 inh: -1

Results for Cc1ccccc1-c1cnc(C(O)c2ccc(F)cc2)[nH]1 (configuration not stated) ?
BL2 CD40 inh: -65

How did C[C@H](CO)N1C[C@H](C)[C@H](CN(C)C(=O)Nc2cccc(Oc3ccccn3)c2)OCc2cn(nn2)CCCC1=O do in these assays?
BL2 CD40 inh: -7[25 µM]

Results for Cc1ccn2c(C=O)c(-c3ccc(F)cc3)c(C=O)c2c1 ?
BL2 CD40 inh: -38

What do the screens show for `O=C(c1cccs1)N1CCN(c2ncccn2)CC1`?
BL2 CD40 inh: 4

How did CCCNC(=O)N1[C@H](C#N)[C@H](c2ccccc2-c2ccccc2F)[C@@H]1CO do in these assays?
BL2 CD40 inh: 15[25 µM]

What do the screens show for `CCOC(=O)c1ccc(CNS(=O)(=O)c2c(C)ccc3nsnc23)o1`?
BL2 CD40 inh: 10

Results for O=c1cc(CSc2nnc(C3CC3)n2Cc2ccccc2)nc2sccn12 ?
BL2 CD40 inh: 1

How did OC[C@H]1[C@@H](c2ccc(C#Cc3ccccc3F)cc2)[C@@H]2CN(CC3CCOCC3)CCCCN12 do in these assays?
BL2 CD40 inh: -20[25 µM]

Results for COc1ccc(C(=O)O)cc1S(=O)(=O)N1CCN(Cc2ccc3c(c2)OCO3)CC1 ?
BL2 CD40 inh: 1

Results for O=C(c1ccccc1)N1CCCCC(S(=O)(=O)c2ccc3ccccc3c2)C1=O (configuration not stated) ?
BL2 CD40 inh: 9

What do the screens show for `Cc1cc(Cl)c(S(=O)(=O)Nc2ccc(S(=O)(=O)N3CCOCC3)cc2)cc1OCC(N)=O`?
BL2 CD40 inh: 11

How did O=C(COC(=O)c1ccccc1Oc1ccccc1)NC1CC1 do in these assays?
BL2 CD40 inh: 12

What do the screens show for `C[C@@H]1CN([C@H](C)CO)C(=O)c2cc(NS(=O)(=O)c3cccs3)ccc2O[C@@H](C)CCCCO[C@@H]1CN(C)C(=O)c1ccncc1`?
BL2 CD40 inh: -15[25 µM]

Results for CCCC(=O)Nc1ccc2c(c1)C(=O)N(C)[C@@H]1CC[C@H](CC(=O)N3CCCCC3)O[C@@H]1CO2 ?
BL2 CD40 inh: 2[25 µM]

What do the screens show for `CCCCN(C(=O)c1ccc2c(c1)NC(=O)CS2)c1ccccc1`?
BL2 CD40 inh: 12

Results for Cc1nnc(SCCn2c(N3CCCCCC3)nc3c2c(=O)[nH]c(=O)n3C)s1 ?
BL2 CD40 inh: 9

Results for O=C(NC[C@@H]1N[C@@H](CO)[C@H]1c1ccccc1)c1ccccc1F ?
BL2 CD40 inh: -3[25 µM]

How did O=C(O)C1C2C=CC(C3CC23)C1C(=O)N1CCc2ccccc21 (configuration not stated) do in these assays?
BL2 CD40 inh: 2

Results for CC(=O)Nc1nc(-c2ccccc2)cc(-c2ccco2)c1C#N ?
BL2 CD40 inh: 28

Results for COc1cc(-c2nc3ccc4ccccc4c3c3c2CCC3)ccc1O ?
BL2 CD40 inh: -36

Results for CC(C)(C)n1nc2c(c1NC(=O)c1cc3ccccc3o1)CSC2 ?
BL2 CD40 inh: 1

How did CC(C)NC(=O)N(C)C[C@H]1Oc2ccc(N)cc2C(=O)N(C)C[C@@H]1C do in these assays?
BL2 CD40 inh: 2

What do the screens show for `CCOc1ccc(-n2c(=S)sc3c(=O)[nH]c(SCC(=O)C(C)(C)C)nc32)cc1`?
BL2 CD40 inh: 11

What do the screens show for `COc1ccc(NC(=O)CN(C)C(=O)c2ccc(-c3ccccc3Cl)o2)cc1`?
BL2 CD40 inh: -19

Results for Cn1c(SCC(=O)NCc2cccs2)nnc1-c1ccco1 ?
BL2 CD40 inh: 9

Results for Cc1noc(C)c1NC(=O)N1C[C@H](O)COC[C@H]2O[C@@H](CC(=O)N[C@@H]3CCN(Cc4ccccc4)C3)CC[C@@H]21 ?
BL2 CD40 inh: -11[25 µM]

How did Cc1ccc(S(=O)(=O)N2CCN(C(=S)NCCc3ccccc3)CC2)cc1 do in these assays?
BL2 CD40 inh: 4

What do the screens show for `Cc1cc(Nc2ccc3c(c2)OCCO3)n2ncnc2n1`?
BL2 CD40 inh: 12

What do the screens show for `COc1ccccc1C#Cc1ccc([C@@H]2[C@@H](CO)N3CCCCN(C(=O)C4CCC4)C[C@H]23)cc1`?
BL2 CD40 inh: 20[25 µM]

Results for Cc1noc(C)c1NC(=O)N(C)C[C@H]1OCc2ccccc2-c2c(n(C)c3ccccc23)C(=O)N([C@H](C)CO)C[C@H]1C ?
BL2 CD40 inh: 3[25 µM]

What do the screens show for `CN1CCN(C(=O)CCC(=O)NCc2ccc(F)cc2)CC1`?
BL2 CD40 inh: 0

What do the screens show for `Cc1cc(C)nc(SCc2ccc3nonc3c2)n1`?
BL2 CD40 inh: -14

Results for N#Cc1c(N)n(CCCN2CCOCC2)c2nc3ccccc3nc12 ?
BL2 CD40 inh: 10

Results for CCC(=O)N1CCCCN2[C@H](C1)[C@@H](c1ccc(-c3cccc(C#N)c3)cc1)[C@@H]2CO ?
BL2 CD40 inh: 9[25 µM]

Results for O=C(Cc1ccsc1)NNC(=O)c1ccccc1O ?
BL2 CD40 inh: -22

What do the screens show for `COc1cccc(CN2CC(C(=O)NCCOc3ccccc3)CCC2=O)c1` (configuration not stated)?
BL2 CD40 inh: -18

How did COc1cccc(CN2CC3(CN(CC4CCOCC4)C3)c3c([nH]c4cc(OC)ccc34)[C@@H]2CO)c1 do in these assays?
BL2 CD40 inh: 3[25 µM]

Results for O=C(Nc1cc(F)ccc1F)N[C@@H]1CC[C@H](CC(=O)N2CCc3ccccc3C2)O[C@@H]1CO ?
BL2 CD40 inh: 12[25 µM]

What do the screens show for `CC(=O)c1cccc(NC(=O)NC2CCCCCCC2)c1`?
BL2 CD40 inh: -58

How did CN(c1ccccc1)S(=O)(=O)c1cccc(C(=O)NCCc2c[nH]c3ccccc23)c1 do in these assays?
BL2 CD40 inh: 12

How did O=S(=O)(c1ccc2nc(-c3ccco3)c(-c3ccco3)nc2c1)N1CCOCC1 do in these assays?
BL2 CD40 inh: -3

Results for O=C(c1ccccc1F)N1C[C@H]2[C@@H](c3ccccc31)[C@@H](CO)N2CC1CCCCC1 ?
BL2 CD40 inh: 18[25 µM]

What do the screens show for `CCOC(=O)Nc1ccc(C(N)=O)cc1`?
BL2 CD40 inh: 2

How did O=C(CN1C(=O)CC(c2ccccc2)S(=O)(=O)c2ccccc21)N1CCCCC1 (configuration not stated) do in these assays?
BL2 CD40 inh: 8

How did CCn1c(=S)[nH]c2cc(S(=O)(=O)N3CCOCC3)ccc21 do in these assays?
BL2 CD40 inh: 8

How did O=C(Nc1nccs1)c1ccc(S(=O)(=O)N2CCOCC2)cc1 do in these assays?
BL2 CD40 inh: -10

How did COCCSc1ccccc1C(=O)Nc1cc([N+](=O)[O-])ccc1OC do in these assays?
BL2 CD40 inh: 3

What do the screens show for `NC(c1csc(Nc2ccccn2)n1)C1CCCCC1` (configuration not stated)?
BL2 CD40 inh: -6

Results for O=C(COC(=O)c1cccc([N+](=O)[O-])c1)c1ccc(OCc2ccccc2)cc1 ?
BL2 CD40 inh: -36

How did Cc1ccc(C(=O)CCC(=O)OCC(=O)NNC(=O)c2ccccc2Cl)cc1 do in these assays?
BL2 CD40 inh: 2

What do the screens show for `Cc1noc(C)c1CSCC(=O)Nc1cc(S(C)(=O)=O)ccc1Cl`?
BL2 CD40 inh: -3

Results for O=C(CCN1C(=O)C2CCCCC2C1=O)Nc1ccc(F)c(F)c1F (configuration not stated) ?
BL2 CD40 inh: 2

What do the screens show for `N#Cc1nc(COc2ccccc2)oc1N1CCCCC1`?
BL2 CD40 inh: -33

Results for Cc1ccc(S(=O)(=O)c2ccc(Oc3ccccc3)cc2)cc1 ?
BL2 CD40 inh: 2

How did CCC(=O)N1CCCC(C)(C(=O)NS(=O)(=O)c2cccs2)C1 (configuration not stated) do in these assays?
BL2 CD40 inh: 2

Results for O=C(N=Nc1c(O)[nH]c2ccccc12)c1cc(-c2ccc(F)cc2)n[nH]1 ?
BL2 CD40 inh: 9

Results for CCC(C)(C)C1CCC2(CC1)NC(=O)N(CC(=O)NCCCc1ccccc1)C2=O (configuration not stated) ?
BL2 CD40 inh: 7

What do the screens show for `COc1ccc(CN(C(=O)Cn2nnc3ccccc32)C(C(=O)NC(C)(C)C)c2ccco2)cc1` (configuration not stated)?
BL2 CD40 inh: -9

Results for C[C@@H]1CN([C@H](C)CO)C(=O)c2ccccc2-c2ccccc2CO[C@H]1CN(C)C(=O)C1CC1 ?
BL2 CD40 inh: -7

Overlap with the part before: 3 compounds, followed by the next part.
Results for CCC(C)(C)C1CCC2(CC1)NC(=O)N(CC(=O)NCCCc1ccccc1)C2=O (configuration not stated) ?
BL2 CD40 inh: 7

What do the screens show for `COc1ccc(CN(C(=O)Cn2nnc3ccccc32)C(C(=O)NC(C)(C)C)c2ccco2)cc1` (configuration not stated)?
BL2 CD40 inh: -9

Results for C[C@@H]1CN([C@H](C)CO)C(=O)c2ccccc2-c2ccccc2CO[C@H]1CN(C)C(=O)C1CC1 ?
BL2 CD40 inh: -7

Results for O=C(c1cccs1)c1sccc1Cc1ccccc1 ?
BL2 CD40 inh: -45

What do the screens show for `O=C(O)c1nccnc1C(=O)Nc1ccc(Oc2c(Cl)cccc2Cl)nc1`?
BL2 CD40 inh: 1

Results for CC(C)Cn1cnc2c1c(=O)n(CC(O)c1ccccc1)c(=O)n2CC(C)C (configuration not stated) ?
BL2 CD40 inh: -6

How did CCC(=O)N1[C@@H]2c3ccc(-c4ccncc4)c(=O)n3C[C@H]1[C@H](CO)[C@H]2C(=O)N1CCc2ccccc2C1 do in these assays?
BL2 CD40 inh: 5[25 µM]

Results for O=C(NCC[C@@H]1CC[C@@H](NC(=O)c2ccccc2F)[C@@H](CO)O1)c1cnccn1 ?
BL2 CD40 inh: -6[25 µM]

How did O=c1c2ccccc2nc(COc2ccccc2)n1/N=C/c1ccc(O)cc1O do in these assays?
BL2 CD40 inh: -26

What do the screens show for `O=C(C[n+]1ccsc1)c1ccccc1`?
BL2 CD40 inh: -12

Results for CN(C)C(=O)c1cccc(-c2ccc3c(c2)[C@@H]2[C@@H](CCN2C(=O)c2ccc4c(c2)OCO4)[C@@H](CO)N3)c1 ?
BL2 CD40 inh: -31[25 µM]

3 entries out of the list, sorted by SMILES length, ascending.
How did CCn1c(=S)[nH]c2cc(S(=O)(=O)N3CCOCC3)ccc21 do in these assays?
BL2 CD40 inh: 8

How did CCC(=O)N1CCCC(C)(C(=O)NS(=O)(=O)c2cccs2)C1 (configuration not stated) do in these assays?
BL2 CD40 inh: 2

Results for O=C(Nc1cc(F)ccc1F)N[C@@H]1CC[C@H](CC(=O)N2CCc3ccccc3C2)O[C@@H]1CO ?
BL2 CD40 inh: 12[25 µM]
